Rab2 wt GTP = changes GTP binding to wildtype dog Rab2A, up or down. AID 760. GST-Rab2 wt beads, Bodipy-GTP binding, flow cytometry. GTP binding activity, % at 10 µM. hit rate 0.19% among 190,000;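 active = GTP binding activity at least 20 points away from 100%, either lowered or raised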;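 note: 0% = beads with excess unlabeled GTP and 100% = no-compound control corrected for plate trend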
ABCB1 inh = inhibitors of human ABCB1 transporter, ABCG2 counter-screen | CCRF-Adr cells, JC-1 efflux, flow cytometry | inhibition, % at 6.6 µM | hit rate 0.067% among 190,000 | AID 1326; in the data active = inhibition above about 40%;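 note: 0% = vehicle and 100% = reference inhibitor; higher value means more JC-1 retained so stronger ABCB1 efflux block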
ABCG2 inh = blocks JC-1 efflux by human ABCG2 transporter; Q9UNQ0; IgMXP3 cells, flow cytometry; inhibition, % at 6.6 µM; hit rate 0.1% among 190,000;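 active = inhibition above 80%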;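 note: 0% = DMSO and 100% = nicardipine control wells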
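material = IgMXP3 (ABCG2) plus far-red-tagged CCRF-Adr (ABCB1) cells | amount = 3 million cells/mL, equal mix of both lines | also added = JC-1 transporter substrate | dosing = one concentration, 6.6 µM final | schedule = 10 min at 25 °C | measured by = flow cytometric JC-1 green MFI at 530 nm | read-out basis = percent efflux inhibition, scaled nicardipine 100% to DMSO 0%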
Rac1 wt modul = modulators of human Rac1 wildtype GTP binding | hit rate 0.27% among 190,000 | GTP binding activity (% of control), % at 10 µM | GST-Rac1 beads, fluorescent GTP binding, flow cytometry; actives lie on both sides; 0 = cold GTP competed, 100 = untreated;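 active = GTP binding activity at least 20 points away from the 100% control level, either lower or higher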
Avidin fluor = compound fluoresces at 488/530 nm on avidin beads; compound fluorescence 488/530 nm, flow cytometry; active compounds read high; fluorescence (KMESF) at 10 µM; hit rate 0.38% among 220,000; AID 1775; in the data active = fluorescence above about 47; note: inactives centre near 10
HRas wt GTP bind = changes GTP binding to wildtype human HRas | GST-Ras wt beads, Bodipy-FL-GTP binding, flow cytometry; actives lie on both sides | P01112 | AID 759 | hit rate 0.14% among 190,000 | GTP binding activity, % at 10 µM;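 active = GTP binding activity at least 20% away from the 100% baseline, either lowered as inhibitor or raised as activator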;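 note: 0% = unlabeled GTP competition control and 100% = no-compound control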
Target sequence (P01112 whole entry, looked up): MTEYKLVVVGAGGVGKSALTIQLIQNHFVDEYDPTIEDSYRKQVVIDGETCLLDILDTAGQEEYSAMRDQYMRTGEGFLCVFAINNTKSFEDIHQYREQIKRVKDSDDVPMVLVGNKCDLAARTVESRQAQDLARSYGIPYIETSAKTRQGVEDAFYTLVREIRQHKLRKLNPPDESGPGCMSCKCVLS
Mcl1 Noxa PPI = disrupts binding of human Mcl-1 to Noxa peptide; inhibition, % at 21.7 µM; hit rate 1.5% among 220,000; TR-FRET Mcl-1/Noxa peptide binding, 2 h; Q07820;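 active = compounds that cut the protein-peptide binding signal by more than 50% relative to plate controls in a single-dose test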;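 note: His-tagged Mcl-1 with rhodamine Noxa BH3 peptide and terbium anti-His antibody; 0% = Mcl-1 plus Noxa peptide wells and 100% = peptide-only wells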
Target sequence (Q07820 whole entry, looked up): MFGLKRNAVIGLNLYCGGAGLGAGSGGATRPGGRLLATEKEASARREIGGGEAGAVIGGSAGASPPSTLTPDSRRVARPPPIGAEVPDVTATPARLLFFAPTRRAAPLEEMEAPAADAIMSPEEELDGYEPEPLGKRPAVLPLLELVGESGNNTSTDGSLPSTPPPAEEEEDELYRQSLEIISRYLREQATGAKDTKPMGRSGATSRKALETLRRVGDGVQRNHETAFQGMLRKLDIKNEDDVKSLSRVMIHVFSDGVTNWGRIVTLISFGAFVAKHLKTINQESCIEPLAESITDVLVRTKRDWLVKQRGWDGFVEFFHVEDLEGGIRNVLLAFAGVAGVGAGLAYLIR
Pf gamet viab = P. falciparum stage V gametocyte viability inhibition; P. falciparum stage V gametocytes, ATP luminescence, 24 h; inhibition, % at 10.9 µM; hit rate 0.065% among 150,000;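 active = inhibition above the mean plus 3 SD of compounds within the control limits, set per campaign, cut at about 38% in these data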;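 note: 0% = DMSO wells and 100% = medium only without gametocytes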
Rac1 mut GTP = human Rac1 activated mutant GTP binding change; hit rate 0.11% among 190,000; percent activity (GTP binding), % at 10 µM; GST-Rac1 activated beads, fluorescent GTP binding, flow cytometry; actives lie on both sides; 100% means binding = to untreated wells; P63000; AID 764;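 active = GTP binding at least 20 percentage points away from the 100% baseline, in either direction, so actives lie on both sides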
Rab7 wt GTP bind = alters GTP binding to wildtype dog Rab7. GST-Rab7 beads, fluorescent GTP binding, flow cytometry; actives lie on both sides; untreated = 100%, excess cold GTP = 0%. AID 758. GTP binding activity (percent of control), % at 10 µM. hit rate 0.055% among 190,000;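 active = fluorescent GTP binding to Rab7 beads changed by at least 20 points from the 100% baseline, either direction, mostly lower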;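 note: median green fluorescence of bound Bodipy-FL-GTP per Rab7 bead population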
Cdc42 wt = changes GTP binding to wildtype human Cdc42; P60953; GST-Cdc42 beads, Bodipy-GTP binding, flow cytometry; actives lie on both sides; percent activity (GTP binding), % at 10 µM; hit rate 0.2% among 190,000; AID 761;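 active = percent activity GTP binding at least 20 points away from the 100% baseline, either down as inhibitor or up as activator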;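 note: median bead fluorescence of bound Bodipy-FL-GTP at 100 nM; 0% = excess unlabeled GTP control and 100% = no compound control; below 100% means less GTP binding so inhibitor and above means activator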
* hit, by the source's call; x = not tested or not shown.

1. COc1ccc(-n2nnc3c(=O)n(CC(=O)Nc4cc(C)on4)cnc32)cc1OC
2. O=S(=O)(c1ccc2c(c1)OCCO2)N(Cc1ccc(F)cc1)Cc1nnc(-c2cccs2)o1
3. Cc1ccc(NC(=O)C2CCN(S(=O)(=O)c3cnc[nH]3)CC2)nc1
4. CCC(Cc1ccccc1)NCc1c(C(=O)O)c(C)n(Cc2ccccc2)c1C (stereo unspecified)
5. CC(C)c1nc2ccccc2n1CCC(=O)O
6. CCOC(=O)Cc1csc(NC(=O)CSc2nc(N)c3c(C)c(C)sc3n2)n1
7. COc1cc(OC)c(OC)cc1/C=C/C(=O)c1ccc(NS(=O)(=O)c2ccc(C)cc2)cc1
8. CCOC(=O)c1c(CN2CCOCC2)n(-c2ccccc2)c2cc(Br)c(OC)cc12
9. O=C(CCn1c(=O)[nH]c2ccccc2c1=O)NCCCN1CCN(c2cccc(Cl)c2)CC1
10. FC(F)c1nc2ccccc2[nH]1
assay / compound,1,2,3,4,5,6,7,8,9,10
ABCB1 inh,0.0,2.1,0.3,0.1,0.5,5.8,0.3,0.6,0.5,-1.0
Rab7 wt GTP bind,101,101,97,103,101,99,101,105,102,100
Mcl1 Noxa PPI,21,7,11,17,18,19,11,8,-10,-16
HRas wt GTP bind,97,102,101,105,100,96,97,103,101,100
Rab2 wt GTP,95,102,99,104,102,97,95,103,101,99
ABCG2 inh,2,4,-1,5,5,34,0,4,3,20
Rac1 mut GTP,92,99,101,107,98,94,93,102,99,97
Rac1 wt modul,96,104,107,110,109,98,101,106,102,101
Pf gamet viab,-6,x,-36,10,x,x,x,x,x,-19
Cdc42 wt,92,102,102,108,102,96,97,105,103,100
Avidin fluor,28,15,28,10,8,15,12,11,38,7

In the list so far, these contain fluorine.
2. O=S(=O)(c1ccc2c(c1)OCCO2)N(Cc1ccc(F)cc1)Cc1nnc(-c2cccs2)o1
10. FC(F)c1nc2ccccc2[nH]1
assay / compound,2,10
ABCB1 inh,2.1,-1.0
Rab7 wt GTP bind,101,100
Mcl1 Noxa PPI,7,-16
HRas wt GTP bind,102,100
Rab2 wt GTP,102,99
ABCG2 inh,4,20
Rac1 mut GTP,99,97
Rac1 wt modul,104,101
Pf gamet viab,x,-19
Cdc42 wt,102,100
Avidin fluor,15,7

Continuation:
11. CC/C(=N/Nc1ccccc1)c1cnnc(SC)n1
12. COc1ccc(Nc2ncnc3ccccc23)cc1
13. Cc1ccc(-c2nc(N)c3c(-c4ccc(C)cc4)nn(C(C)(C)C)c3n2)cc1
14. CCOC(=O)c1c(C)[nH]c(N=Nc2ccccc2C)c1C
15. O=C(O)C1C2CC3C(OC(=O)C31)C2Cl (stereo unspecified)
16. O=C(Cn1cncn1)c1ccc(F)cc1F
17. CCCCOC(=O)c1ccc(NC(=O)c2cnccn2)cc1
18. CC(=O)C1=C(O)CC(c2ccccc2)CC1=NCCc1ccccc1 (stereo unspecified)
19. CC(C)C(NS(=O)(=O)c1cccc2nsnc12)C(=O)NCCC1=CCCCC1 (stereo unspecified)
20. O=C(NCC(c1ccco1)N1CCN(c2ccc(F)cc2)CC1)OCc1ccccc1 (stereo unspecified)
21. CCOc1cc2c(cc1OC)C(c1cccc([N+](=O)[O-])c1)NCC2 (stereo unspecified)
22. CCN(CC)C(=O)c1sc(NC(=O)C(Sc2ccccc2)c2ccccc2)c(C(=O)OC(C)C)c1C (stereo unspecified)
assay / compound,11,12,13,14,15,16,17,18,19,20,21,22
ABCB1 inh,-0.1,0.0,-0.2,0.4,-0.4,0.5,2.6,1.2,1.3,0.9,3.2,1.6
Rab7 wt GTP bind,96,102,102,99,102,104,103,98,98,96,101,103
Mcl1 Noxa PPI,10,-6,-19,8,-7,14,5,-7,25,15,10,-15
HRas wt GTP bind,97,101,102,100,102,103,99,93,100,99,98,103
Rab2 wt GTP,97,102,103,98,99,100,99,93,100,99,97,102
ABCG2 inh,8,1,-2,4,-3,5,49,2,1,3,30,5
Rac1 mut GTP,97,100,102,103,102,101,98,91,99,98,92,99
Rac1 wt modul,99,105,105,104,104,109,101,93,102,100,94,105
Pf gamet viab,x,x,x,x,-12,19,x,x,x,-3,2,9
Cdc42 wt,96,102,105,102,103,100,98,93,102,99,93,101
Avidin fluor,9,6,11,6,6,1,7,13,8,13,8,10

From entry 11 to 17, copied from above:
11. CC/C(=N/Nc1ccccc1)c1cnnc(SC)n1
12. COc1ccc(Nc2ncnc3ccccc23)cc1
13. Cc1ccc(-c2nc(N)c3c(-c4ccc(C)cc4)nn(C(C)(C)C)c3n2)cc1
14. CCOC(=O)c1c(C)[nH]c(N=Nc2ccccc2C)c1C
15. O=C(O)C1C2CC3C(OC(=O)C31)C2Cl (stereo unspecified)
16. O=C(Cn1cncn1)c1ccc(F)cc1F
17. CCCCOC(=O)c1ccc(NC(=O)c2cnccn2)cc1
assay / compound,11,12,13,14,15,16,17
ABCB1 inh,-0.1,0.0,-0.2,0.4,-0.4,0.5,2.6
Rab7 wt GTP bind,96,102,102,99,102,104,103
Mcl1 Noxa PPI,10,-6,-19,8,-7,14,5
HRas wt GTP bind,97,101,102,100,102,103,99
Rab2 wt GTP,97,102,103,98,99,100,99
ABCG2 inh,8,1,-2,4,-3,5,49
Rac1 mut GTP,97,100,102,103,102,101,98
Rac1 wt modul,99,105,105,104,104,109,101
Pf gamet viab,x,x,x,x,-12,19,x
Cdc42 wt,96,102,105,102,103,100,98
Avidin fluor,9,6,11,6,6,1,7

High-throughput results: PubChem BioAssay, several laboratories

The order is random; any-hit rate near 2.3%.
